TRPC4 inh: blocks the mouse TRPC4 cation channel; Q9QUQ5; HEK293 TRPC4beta/mu-opioid, DAMGO-evoked Fluo4 calcium flux; hits give low values; B-score at 10 µM; 300,000 compounds, 0.39% hits; AID 2247;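 active = B-score over 3 SD under the library average, no early fluorescence shift, positive overall ratio signal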
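Assay system – HEK293 line stably carrying TRPC4beta and mu-opioid receptor · Doses – single dose · Detection – Fluo4 calcium-dye fluorescence, kinetic read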
TRPC4 act: activators of mouse TRPC4 channel; Q9QUQ5; HEK293 TRPC4beta/mu-opioid, Fluo4 calcium fluorescence; hits give high values; B-score at 10 µM; 310,000 compounds, 0.49% hits; AID 2237;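 active = B-score above 5 SD of library B-scores, and initial fluorescence ratio not above library mean plus 5 SD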;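 also: positive B-score marks a calcium rise read as TRPC4 activation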
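Material: HEK293 stable line with TRPC4beta plus mu-opioid receptor; technique: Fluo4 calcium-sensitive dye fluorescence, kinetic, 1 Hz baseline; timing: Fluo4 dye loading 45 min at room temperature, 110 s recording; controls: assay buffer as low control, maximal DAMGO as high control; read-out: integrated baseline-normalised fluorescence ratio, converted to per-well B score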
MrgX1 ag: human MrgX1 receptor agonism, primary screen. B-score at 10 µM. AID 588627. Q96LB2. MrgX1-HEK293 cells, Fluo-4 calcium fluorescence, agonist mode; hits give high values. 310,000 compounds, 0.44% hits;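 active = calcium response B-score plate-corrected fluorescence ratio at least 3 library SD, with starting fluorescence B-score inside 5 SD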
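Test system: HEK293 cells stably expressing human MrgX1 receptor; amount: 15,000 cells per well; doses: compound delivered in addition one of three; times: overnight plating before 1 h dye loading; detection: Fluo-4 NW calcium-flux fluorescence, kinetic read; read-out basis: B-scored fluorescence response ratio; controls: positive and negative controls per plate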
TMEM16A act: activates or potentiates the mouse TMEM16A chloride channel | Q8BHY3 | HEK293 TMEM16A/YFP-H148Q/I152L, iodide quench fluorescence; hits give low values | B-score at 10 µM | 340,000 compounds, 0.3% hits | AID 623877;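 active = fluorescence-ratio B-score plate-corrected deviation score at least 3 library SD below zero, with starting fluorescence score within 5 deviations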;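 also: channel opened by trigger with iodide after compound preincubation; score built on the fluorescence ratio of max minus min over baseline; more negative score means more quench and so TMEM16A activation or potentiation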
Target sequence (Q8BHY3 whole entry, looked up): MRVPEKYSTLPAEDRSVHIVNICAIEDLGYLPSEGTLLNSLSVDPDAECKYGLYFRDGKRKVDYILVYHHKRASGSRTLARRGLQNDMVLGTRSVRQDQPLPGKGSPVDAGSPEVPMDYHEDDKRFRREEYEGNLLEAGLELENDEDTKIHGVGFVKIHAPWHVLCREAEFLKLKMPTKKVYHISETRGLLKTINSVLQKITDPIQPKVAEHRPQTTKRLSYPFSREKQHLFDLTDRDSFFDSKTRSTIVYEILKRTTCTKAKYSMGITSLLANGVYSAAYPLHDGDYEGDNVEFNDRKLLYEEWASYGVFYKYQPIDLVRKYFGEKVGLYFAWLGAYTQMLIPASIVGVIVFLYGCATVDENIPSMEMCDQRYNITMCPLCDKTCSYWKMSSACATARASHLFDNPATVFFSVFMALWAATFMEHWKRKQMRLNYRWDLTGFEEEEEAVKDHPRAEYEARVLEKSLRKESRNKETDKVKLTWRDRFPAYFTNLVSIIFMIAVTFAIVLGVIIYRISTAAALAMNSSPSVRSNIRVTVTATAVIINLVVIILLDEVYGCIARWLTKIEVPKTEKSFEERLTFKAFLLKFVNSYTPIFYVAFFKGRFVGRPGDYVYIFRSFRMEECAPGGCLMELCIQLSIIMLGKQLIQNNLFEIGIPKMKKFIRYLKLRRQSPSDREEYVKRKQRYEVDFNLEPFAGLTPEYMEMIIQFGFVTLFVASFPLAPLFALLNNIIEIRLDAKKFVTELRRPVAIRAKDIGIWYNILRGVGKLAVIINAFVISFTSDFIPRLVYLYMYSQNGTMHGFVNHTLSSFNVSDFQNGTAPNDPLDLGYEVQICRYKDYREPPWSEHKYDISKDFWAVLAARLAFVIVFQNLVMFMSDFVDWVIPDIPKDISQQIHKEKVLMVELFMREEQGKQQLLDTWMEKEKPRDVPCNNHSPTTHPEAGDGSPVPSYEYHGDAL
SKKanGAS inh: blocks kanamycin growth of S. pyogenes SKKanGAS strain; inhibition, % at 7.5 µM; 300,000 compounds, 1.3% hits; BacTiter-Glo, 6 h;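 active = mean replicate score, as percent of positive control median, at least 50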;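 also: strain carries kanamycin resistance gene driven by streptokinase promoter and grows in 40 µg/ml kanamycin; loss of luminescence reflects streptokinase promoter inhibition or plain growth inhibition; 0% = median of DMSO wells and 100% = positive control at its reference dose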
MrgX1 allo act: allosterically activates human MrgX1 receptor signaling; Q96LB2; B-score at 10 µM; AID 588675; MrgX1-HEK293, Fluo-4 calcium flux, FDSS; hits give high values; 310,000 compounds, 0.63% hits;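 active = plate-corrected calcium response at least 3 library SD above typical, normal starting fluorescence, not activating the receptor alone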;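 also: compound read alongside a low EC10 to EC30 dose of BAM8-22 agonist; peak minus trough fluorescence over baseline measured at the second addition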
TRPC6 inh: mouse TRPC6 channel inhibition | B-score at 10 µM | 310,000 compounds, 1.1% hits | HEK293-TRPC6, membrane potential dye, ACh-evoked depolarization; hits give low values | AID 2553 | Q61143;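 active = B-score under library mean minus 3 SD, initial fluorescence not abnormally high, positive integrated signal ratio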;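 also: B-score derived from integrated fluorescence ratio over the kinetic read; more negative B-score means stronger inhibition of depolarization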
MrgX1 antag: human MrgX1 receptor antagonism, primary screen; MRGX1-HEK293 calcium flux, Fluo-4, BAM8-22 antagonism; hits give low values; Q96LB2; B-score at 10 µM; 310,000 compounds, 1.3% hits;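 active = calcium-response B-score plate-corrected more than 3 library SD below zero, starting fluorescence within 5 deviations, no agonist response on first addition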;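 also: peak minus trough fluorescence over baseline after final BAM8-22 challenge near maximal dose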
TRPC4 PAM: allosteric potentiators of mouse TRPC4 channel; B-score at 10 µM; HEK293 TRPC4beta/mu-opioid, DAMGO EC20, Fluo-4 Ca2+ flux; hits give high values; Q9QUQ5; 310,000 compounds, 0.42% hits;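 active = B-score of calcium response area above 5 SD of library B-scores, with initial fluorescence ratio within 5 SD of library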;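 also: B-score of integrated fluorescence ratio over time as area under calcium response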
TRPC6 activator: activates the mouse TRPC6 cation channel; HEK293-TRPC6 membrane potential dye fluorescence; hits give high values; B-score at 10 µM; 310,000 compounds, 0.13% hits; AID 2550;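 active = B-score of the integrated fluorescence ratio above library mean plus 3 SD, and starting fluorescence ratio within library mean plus 5 SD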;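 also: higher score means more depolarization so channel activation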
ANO1 block: mouse TMEM16A channel inhibition, primary screen; Q8BHY3; HEK293 TMEM16A/YFP iodide influx fluorescence, ionomycin; normalized B-score (activity score, 25-100; higher = stronger inhibition) at 10 µM; 310,000 compounds, 1.2% hits;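 active = ratio plate-corrected score three or more library SD toward inhibition, starting fluorescence score within five deviations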;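 also: score derived from kinetic fluorescence span divided by baseline fluorescence per well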
The depositor's hits bear a star; i = inactive; . = no result given; ! = not active in a repeat.

SMILES	TRPC4 inh	TRPC4 act	MrgX1 ag	TMEM16A act	SKKanGAS inh	MrgX1 allo act	TRPC6 inh	MrgX1 antag	TRPC4 PAM	TRPC6 activator	ANO1 block
CCOC(=O)NC(=O)CN1C(=O)NC2(CCc3ccccc32)C1=O (stereo not given)	i	i	i	i	-4	i	i	i	i	i	i
O=C(Nc1nccs1)c1cc2c(s1)-c1ccccc1OC2	i	i	i	i	39	i	i	i	i	i	i
Cc1nc(-c2ccccc2)sc1-c1n[nH]c(=S)n1C	i	i	i	i	-4	i	i	i	i	i	i
O=C(CCCCCN1C(=O)c2cccc3cccc(c23)C1=O)NCc1ccco1	i	i	i	i	-1	i	i	i	i	i	i
CC(=O)N1CCC(C(=O)Nc2ccc(S(=O)(=O)N3CCCCC3)cc2)CC1	i	i	i	i	-10	i	i	i	i	i	i
Cc1cc(C(F)(F)F)nn1Cc1n[nH]c(=S)n1-c1cccc(Cl)c1	i	i	i	i	11	i	i	i	i	i	i
CN1CCN(CCCN2c3ccccc3Sc3ccc(Cl)cc32)CC1	i	i	i	i	6	i	i	i	i	i	25*!
Cc1ccc(S(=O)(=O)NC(=O)c2ccc(Br)o2)c(C)c1	i	i	i	i	4	i	i	i	i	i	i
Cc1nnc(OC(C)C)c2nn(-c3ccccc3F)c(C)c12	i	i	i	i	0	i	i	i	i	i	i
Cc1ccc(NCc2nnc(SCC(N)=O)n2CC2CCCO2)c(C)c1 (stereo not given)	i	i	i	i	7	i	i	i	i	i	i
CCn1cc(C(=O)NCCc2ccccc2)c(=O)c2cc(S(=O)(=O)N(C)C)ccc21	i	i	i	i	2	i	i	i	i	i	i
Cc1ccc(NC(=S)N2CCN(c3nccc(C(F)(F)F)n3)CC2)c(C)c1	i	i	i	i	2	i	i	i	i	i	i
CCOc1ccccc1NC(=O)N1CCC(NC(=O)C2CCCCC2)CC1	i	i	.	i	1	.	i	.	i	i	.
COc1ccc(OCC(=O)NNC(=O)C(=O)Nc2ccc(C)cc2)cc1	i	i	i	i	-4	i	i	i	i	i	i
Cc1cc(C)c2c(=O)n(CC(=O)NCCCN3CCOCC3)sc2n1	i	i	i	i	2	i	i	i	i	i	i
CC(C)CC(CO)N1CCN(C(=O)c2cccc(C(F)(F)F)c2)CCC1=O (stereo not given)	i	i	i	i	-4	10*	i	i	i	i	i
CCOC(=O)C1(CCCc2ccccc2)CCN(C(=O)CCc2cnn(C)c2)CC1	i	i	i	i	-2	i	i	i	i	i	i
O=C(N/N=C/c1cc([N+](=O)[O-])ccc1O)C1C2CCCCC21 (stereo not given)	i	i	i	.	-6	i	i	i	i	i	i
CN(CC(=O)N1CCN(Cc2ccccc2)CC1)S(=O)(=O)c1ccc(Br)cc1	i	i	i	i	-13	i	i	i	i	i	i
O=C(CC(c1ccco1)C1CCCCC1=O)c1ccccc1 (stereo not given)	i	i	i	i	3	i	i	i	i	i	i
O=S(=O)(NC1c2cccc3cccc(c23)C1N1CCNCC1)c1ccc(Cl)cc1 (stereo not given)	i	i	i	i	4	i	i	-5.8*	i	i	i
COC(=O)c1cccc(NC(=O)CSc2nc(O)c(-c3ccccc3)c(=O)[nH]2)c1	i	i	i	i	6	i	i	i	i	i	i
O=C(CCn1cccc1)Nc1ccc(OC(F)(F)F)cc1	i	i	i	i	-2	i	i	i	i	i	i
CN(C)c1cc(Cl)c2nonc2c1N	i	i	i	i	-6	i	i	i	i	i	i
CCCCNC(=O)CC1N=C2c3ccccc3N=C(SCC(=O)Nc3ccc(OC)cc3)N2C1=O (stereo not given)	i	i	i	i	-1	i	i	i	i	i	i
CCC(=O)NC(=S)Nc1ccccc1C(=O)NC1CCCCC1	i	i	i	i	-12	i	i	i	i	i	i
COc1ccc2[nH]cc(CCNS(=O)(=O)c3ccc(F)cc3)c2c1	i	i	i	i	-5	i	i	i	i	i	25*
COc1ccccc1N1CCN(C(=O)/C=C/c2ccc3c(c2)OCO3)CC1	i	i	i	i	-17	i	i	i	i	i	i
C=CCNC(=S)N1CCN(CCN=CC2=C(O)CC(c3ccc(Cl)cc3)CC2=O)CC1 (stereo not given)	i	i	i	i	6	i	i	i	i	i	i
COc1ccc(-c2nn(-c3ccccc3)cc2C(=O)NC(=S)NNC(=O)c2ccncc2)cc1	i	i	i	i	89*	i	i	-4.6*	i	i	i
Cc1cc(C)n(-c2nc(SCC(=O)Nc3nccs3)c3c4c(sc3n2)COC(C)(C)C4)n1	i	i	i	i	58*	i	i	i	i	i	i
CC(C)=NN1C(=O)c2ccccc2NC1(C)C	i	i	i	i	2	i	i	i	i	i	i
C=CCNC(=S)Nc1ccccc1-c1nnc2n1CCCCC2	i	i	i	i	-1	i	i	i	i	i	i
CCOc1cc2c(C)cc(=O)oc2cc1Cl	i	i	i	i	9	i	i	i	i	i	i
O=C(COC(=O)C1Cc2ccccc2CN1C(=O)c1ccccc1Cl)Nc1ccc(N2CCOCC2)cc1 (stereo not given)	i	i	i	i	-1	i	i	i	i	i	i
Oc1ccc2ccccc2c1C=Nc1ccccc1	i	i	i	i	3	i	i	i	i	i	i
O=C(CCCC(=O)N(CC(=O)NC1CCCC1)Cc1ccccc1)Nc1ccccn1	i	i	i	i	0	i	i	i	i	i	i
Cc1oc2c(C)c3oc(=O)c(CCC(=O)N4CCC(C(=O)NCCC(=O)O)(c5ccccc5)CC4)c(C)c3cc2c1C	i	i	i	i	9	i	i	i	i	i	i
Cc1csc2nnc(N)n12	i	i	i	i	2	i	i	i	i	i	i
COc1ccc(-n2c(=S)[nH]c3cc(C(=O)Nc4ccc(C)c(F)c4)ccc3c2=O)c(OC)c1	i	i	i	i	76*	i	i	-5*	i	i	i
Cc1oc(-c2cccc(Cl)c2)nc1CS(=O)(=O)CC(=O)NCc1ccco1	i	i	i	i	-8	i	i	i	i	i	i
CCOc1cc(/C=C\[N+](=O)[O-])ccc1OCC(=O)Nc1ccccc1C	i	i	i	i	58*	i	i	i	i	i	i
CC(C(=O)O)N1C(=O)C2C3CC(C2C1=O)C1C(c2ccccc2)c2sc(=O)[nH]c2SC31 (stereo not given)	i	i	i	i	2	i	i	i	i	i	i
COc1cc2c(cc1OC)C(C(=O)Nc1cc(C)c(OC)c(C)c1)CC(=O)N2 (stereo not given)	i	i	i	i	-2	i	i	i	i	i	i
Cc1noc(C)c1CSc1nnc2ccccn12	i	i	i	i	-4	i	i	i	i	i	i
CN(C)CCC1Sc2ccccc2Oc2ccccc21 (stereo not given)	-6*	i	i	i	1	i	i	i	i	i	i
Cc1ccc(C(C)C)c(Oc2nnnn2-c2ccccc2)c1	i	i	i	i	-9	i	i	i	i	i	25*
CN(Cc1ccco1)S(=O)(=O)c1nnc(NC(=O)c2ccc(F)cc2)s1	i	i	i	i	13	i	i	i	i	i	i
O=C(c1ccc(N2CCCC2)c([N+](=O)[O-])c1)N1CCN(c2ccccn2)CC1	i	i	i	i	-8	i	i	i	i	i	i
Cc1ccc(NC(=O)CSc2ncccn2)cc1F	i	i	i	i	1	i	i	i	i	i	i
Cc1c(C)n(-c2ccccc2)c2ncnc(NCCN(C)C)c12	i	i	i	.	0	i	i	i	i	i	i
O=C(NCc1ccncc1)C(=O)NCC(c1ccco1)N1CCN(c2ccccc2F)CC1 (stereo not given)	i	i	i	i	-11	i	i	i	i	i	i
Cc1cc(OCC(=O)Nc2ccncc2)cc(C)c1Cl	i	i	i	i	-1	i	i	i	i	i	i
O=C(COC(=O)c1nc(Cl)ccc1Cl)NNC(=O)c1ccccc1	i	i	i	i	-2	i	i	i	i	i	i
CCOC(=O)CSc1nnc(NCC(=O)OC(C)C)c(=O)[nH]1	i	i	i	i	-3	i	i	i	i	i	i
COc1ccccc1CC(=O)Nc1ccc2c(C)cc(=O)oc2c1	i	i	i	i	3	i	i	i	i	i	i
COc1ccc(-n2nnnc2SCC(=O)Nc2cccc(C)n2)cc1OC	i	i	i	i	2	i	i	i	i	i	i
O=C1C2C3C=CC(C3)C2C(=O)N1CNc1ccccc1 (stereo not given)	i	i	i	i	-4	i	i	i	i	i	i
CCCc1cc(=O)n2nc(N3CCC(C(=O)NCc4ccco4)CC3)sc2n1	i	i	i	i	2	i	i	i	i	i	i
O=C(Nc1ccccc1)O/N=C/c1ccccc1Cl	i	i	i	i	1	i	i	i	i	i	i

(listing goes on)
SMILES	TRPC4 inh	TRPC4 act	MrgX1 ag	TMEM16A act	SKKanGAS inh	MrgX1 allo act	TRPC6 inh	MrgX1 antag	TRPC4 PAM	TRPC6 activator	ANO1 block
O=C(CSC1=NCCS1)NC(NC(=O)CSC1=NCCS1)c1ccccc1	i	i	i	i	0	i	i	i	i	i	i
O=C(NCc1ccccc1)c1cc2ccccc2oc1=O	i	i	i	i	-2	i	i	i	i	i	i
Cc1ccc(NC(=O)C(C)OC(=O)Cn2[nH]c(=O)c3ccccc3c2=O)cc1 (stereo not given)	i	i	i	i	-6	i	i	i	i	i	i
O=C(COc1ccc2ccccc2c1)N1CCN(C(=O)c2cccs2)CC1	i	i	i	i	12	i	i	i	i	i	i
CCOC(=O)C(NC(C)=O)(NC(C)C)C(F)(F)F (stereo not given)	i	i	i	i	-1	i	i	i	i	i	i
COc1ccc(-c2cc(C(F)F)n3ncc(C(=O)Nc4cccc(S(=O)(=O)N5CCOCC5)c4)c3n2)cc1	i	i	i	i	26	i	i	i	i	i	i
Cc1cccc(NC(=O)NCc2ccc3[nH]c(C)cc3c2)c1	i	i	i	i	-1	i	i	i	i	i	i
COc1ccc(NC(=S)Nc2ccc(S(N)(=O)=O)cc2)c(C)c1	i	i	i	-4.6*	1	i	i	i	i	i	i

Reformatted with each value named: entries from further up
CCC(=O)NC(=S)Nc1ccccc1C(=O)NC1CCCCC1
  TRPC4 inh = i; TRPC4 act = i; MrgX1 ag = i; TMEM16A act = i; SKKanGAS inh = -12; MrgX1 allo act = i; TRPC6 inh = i; MrgX1 antag = i; TRPC4 PAM = i; TRPC6 activator = i; ANO1 block = i
COc1ccc2[nH]cc(CCNS(=O)(=O)c3ccc(F)cc3)c2c1
  TRPC4 inh = i; TRPC4 act = i; MrgX1 ag = i; TMEM16A act = i; SKKanGAS inh = -5; MrgX1 allo act = i; TRPC6 inh = i; MrgX1 antag = i; TRPC4 PAM = i; TRPC6 activator = i; ANO1 block = 25*

Screening results (PubChem BioAssay)
